TLR9-MyD88 block = inhibitors of TLR9-MyD88 association in cells, primary screen, cell-based, CHO, BLA complementation, fluorescence; inhibition, % at 4.98 µM; CCF4 FRET ratio; hit rate 0.21% among 340,000; Toll-like receptor 9 (Homo sapiens) + Myeloid differentiation primary response protein …;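 active means inhibition above the mean over all tested compounds plus 3 SD, cut at about 21% in these data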;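 further: 0% = DMSO only wells and 100% = clavulanate BLA inhibitor control wells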
C8 TRAIL sens = viability loss with TRAIL in NB7+C8 cells, primary screen, TRAIL sensitizer project, cell-based, ATPlite luminescence | inhibition (viability loss, TRAIL sensitization), % at 10 µM | hit rate 1% among 360,000 | AID 624354, 2012;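 active means compounds causing at least 50% loss of cell viability in the single-dose screen, relative to plate controls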
TROY signal inh = inhibitors of TROY-driven NF-kB signaling, primary screen, Q293 LMP1-TROYcd cells, NF-kB luciferase, uHTS | Q293 LMP1-TROYcd NF-kB luciferase reporter, 4 h | inhibition, % at 10 µM | hit rate 0.98% among 360,000;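 active means compounds whose plate-normalised and pattern-corrected inhibition of the luciferase reporter signal at the single screening dose is 50% or more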
SRC1 inh = SRC1 coactivator transcriptional activity inhibitors, primary screen, cell-based, luminescence; Nuclear receptor coactivator 1 (Homo sapiens), Q15788; HEK293 GAL4-SRC1 luciferase reporter; inhibition, % at 3.6 µM; hit rate 0.12% among 360,000;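 active means inhibition above the campaign mean plus 3 SD, with each screening campaign given its own cutoff, cut at about 60% in these data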;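 further: 0% = DMSO treated cells and 100% = gossypol at 36 µM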
NCOA2 inhibitor = inhibition of GAL4-SRC2 driven luciferase reporter, primary screen, SRC2 inhibitor project, cell-based, luminescence. Nuclear receptor coactivator 2 (Homo sapiens), Q15596. HEK293 GAL4-SRC2 luciferase reporter. inhibition, % at 9 µM. hit rate 0.17% among 370,000;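 active means inhibition above the mean inhibition of all tested compounds plus 3 SD, set per campaign, cut at about 52% in these data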;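 further: 0% = DMSO treated cells and 100% = cells given Gossypol at 36 µM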
NOD2-RIPK2 inh = NOD2-RIPK2 binding disruptors in cells, primary screen, fluorescence, CHO cells, BLA complementation; CCF4 ratio; hit rate 0.38% among 360,000; inhibition, % at 4.98 µM; AID 624267, 2012; Receptor-interacting serine/threonine-protein kinase 2 (Homo sapiens), O43353; in the data active means inhibition above about 21%;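 further: 0% = vehicle only and 100% = reference blocker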
COUP-TFII inh = NR2F2 transcriptional activity inhibitors, primary screen, cell-based, luciferase reporter, HEK293T, luminescence; COUP transcription factor 2 (Homo sapiens), P24468; HEK293T NGFI-A luciferase reporter; inhibition, % at 8.6 µM; hit rate 0.7% among 370,000; AID 686940, 2013;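 active means inhibition above a per-plate cutoff, mean inhibition of test wells between control levels plus 3 SD, cut at about 38% in these data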;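 further: cells cotransfected with COUP-TFII expression vector driving the NGFI-A reporter; 0% = median of COUP-TF2 test wells and 100% = reporter-only cells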
LRH-1 inv ag = LRH-1 (NR5A2) inverse agonists, primary screen, cell-based, luminescence, HEK293T, StAR-luciferase reporter. LRH-1 transfected, 24 h. inhibition, % at 3.6 µM. hit rate 0.13% among 360,000;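 active means inhibition above the mean inhibition of all tested compounds plus 3 SD, cut at about 73% in these data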;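 further: 0% = DMSO wells and 100% = reporter-only cells lacking LRH-1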
EBV LMP1 NFkB = EBV LMP1-driven NF-kappaB luciferase reporter inhibitors, primary screen, cell-based, luminescence, single point. hit rate 0.69% among 350,000. inhibition, % at 12.5 µM. AID 504558, 2011. LMP1-induced NF-kappaB luciferase reporter cells; in the data active means inhibition above about 41%;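 further: 0% = neutral control wells and 100% = reference inhibitor control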
TWEAK-Fn14 inh = inhibitors of TWEAK-Fn14 signaling, primary screen, luciferase reporter cells, uHTS. TWEAK-stimulated Fn14 reporter cells, luciferase luminescence, 8 h. inhibition, % at 10 µM. hit rate 2% among 360,000; in the data active means inhibition above about 50%
SRC3 inh = SRC3 coactivator transcriptional activity inhibitors, primary screen, cell-based, luminescence | inhibition, % at 3.6 µM | hit rate 0.17% among 360,000 | HEK293 GAL4-SRC3 luciferase reporter;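 active means inhibition above a per-campaign cutoff, the mean of all compounds plus 3 SD, cut at about 60% in these data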;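 further: 0% = DMSO-treated cells and 100% = gossypol-treated cells at 36 µM; higher means less SRC3-driven luciferase light from the GAL4 reporter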
Target sequence (Q9Y6Q9 whole entry, looked up, the tested form may be a part): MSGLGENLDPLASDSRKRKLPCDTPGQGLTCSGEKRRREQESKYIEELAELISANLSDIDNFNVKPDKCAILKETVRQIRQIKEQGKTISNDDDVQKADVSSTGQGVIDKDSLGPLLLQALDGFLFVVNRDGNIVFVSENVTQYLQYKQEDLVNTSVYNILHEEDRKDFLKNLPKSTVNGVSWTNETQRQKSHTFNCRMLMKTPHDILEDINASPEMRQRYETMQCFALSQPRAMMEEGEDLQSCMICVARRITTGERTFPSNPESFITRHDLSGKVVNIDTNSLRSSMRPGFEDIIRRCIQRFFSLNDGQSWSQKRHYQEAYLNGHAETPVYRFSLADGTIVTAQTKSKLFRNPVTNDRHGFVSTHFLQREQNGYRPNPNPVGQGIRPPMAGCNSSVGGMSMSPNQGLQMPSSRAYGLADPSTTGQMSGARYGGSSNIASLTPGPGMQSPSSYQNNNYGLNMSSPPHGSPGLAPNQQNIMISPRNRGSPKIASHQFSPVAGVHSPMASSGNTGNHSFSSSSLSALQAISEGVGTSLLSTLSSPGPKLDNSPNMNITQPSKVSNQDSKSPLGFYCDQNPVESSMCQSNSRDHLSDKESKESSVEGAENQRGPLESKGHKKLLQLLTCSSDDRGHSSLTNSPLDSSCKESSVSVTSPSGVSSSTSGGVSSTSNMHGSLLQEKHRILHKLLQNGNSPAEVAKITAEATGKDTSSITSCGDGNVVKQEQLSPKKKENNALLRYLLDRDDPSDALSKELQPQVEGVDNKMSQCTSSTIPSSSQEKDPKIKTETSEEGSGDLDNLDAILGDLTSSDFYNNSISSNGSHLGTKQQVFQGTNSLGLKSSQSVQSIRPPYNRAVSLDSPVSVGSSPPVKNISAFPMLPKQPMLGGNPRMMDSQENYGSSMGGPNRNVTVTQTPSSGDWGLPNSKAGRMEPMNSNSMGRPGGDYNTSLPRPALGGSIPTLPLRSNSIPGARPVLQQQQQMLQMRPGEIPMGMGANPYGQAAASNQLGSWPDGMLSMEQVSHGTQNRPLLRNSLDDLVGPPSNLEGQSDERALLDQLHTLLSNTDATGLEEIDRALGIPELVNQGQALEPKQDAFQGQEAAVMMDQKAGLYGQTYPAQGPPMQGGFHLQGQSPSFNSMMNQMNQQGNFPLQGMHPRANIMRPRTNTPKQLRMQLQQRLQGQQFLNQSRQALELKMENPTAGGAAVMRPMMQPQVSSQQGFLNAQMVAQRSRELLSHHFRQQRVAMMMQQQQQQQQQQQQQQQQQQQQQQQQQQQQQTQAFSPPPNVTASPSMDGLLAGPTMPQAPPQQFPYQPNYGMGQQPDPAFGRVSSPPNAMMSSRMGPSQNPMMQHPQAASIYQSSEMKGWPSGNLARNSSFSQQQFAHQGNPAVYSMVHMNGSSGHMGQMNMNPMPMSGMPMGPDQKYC
Numbers without * were called inactive; x = not tested or not shown. Only part of the results is shown, so the mix of outcomes need not match the whole.

Compound	NCOA2 inhibitor	C8 TRAIL sens	TLR9-MyD88 block	NOD2-RIPK2 inh	TROY signal inh	COUP-TFII inh	SRC1 inh	SRC3 inh	EBV LMP1 NFkB	LRH-1 inv ag	TWEAK-Fn14 inh
CCCCOc1ccccc1NC(=O)Cn1c(-c2nonc2N)nc2ccccc21	-8	31	-16	5	7	16	-1	15	-11	-6	-24
Cc1[nH]nc2c1C1(CCOCC1)C(C#N)=C(N)O2	x	-18	-6	3	2	x	9	22	5	7	-6
CCCn1nnc2ccccc2c1=O	9	-11	-2	-7	1	-20	0	2	-5	7	6
COc1cc(C(=S)N2CCOCC2)ccc1OC(=O)c1ccc(Br)cc1	-12	-6	0	-4	37	12	-18	-9	5	6	-20
CCCC(CNC(=O)COC(=O)C1=NNC(=O)CC1)c1ccc(Cl)cc1Cl (centres undefined)	-15	-4	2	8	3	4	0	-1	-7	10	16
COC(=O)CC1COc2ccccc2N1C(=O)c1cccc(Cl)c1 (centres undefined)	6	5	-4	5	-11	1	-3	11	4	1	13
CCOC(=O)C1=C(CCc2ccccc2)NC(=O)NC1c1ccc(Br)cc1 (centres undefined)	6	3	3	-2	1	6	-15	5	-2	-11	10
C[n+]1cccc(C(=O)NCC2CCCO2)c1 (centres undefined)	6	-5	-1	-1	-8	6	-23	5	5	-31	6
COc1ccc(CCNC(=O)c2ccc(CS(=O)(=O)Cc3ccc(C)cc3)o2)cc1OC	-3	9	6	8	-2	18	-7	-1	3	-21	-1
COc1ccccc1CNC(=O)CNC(=O)N1CC(=O)Nc2ccccc21	6	-7	-4	-5	17	10	-5	17	2	-19	1
Cc1nc(NC(=O)/C=C/c2ccc(F)cc2)sc1C(=O)N(C)C	17	10	0	3	-5	-10	-11	9	-3	-18	-4
CC(C)C(C(=O)NC1CCCC1)N(CC1CCCO1)C(=O)CNS(=O)(=O)c1ccc(F)cc1 (centres undefined)	-28	4	-4	4	4	10	-32	3	3	1	21
Cn1c(=O)c2[nH]c(NN=Cc3ccc(Br)cc3)nc2n(C)c1=O	-2	5	-6	-14	-25	9	3	-4	-3	5	47
CCOC(=O)CSc1nnc(Cc2ccc(OC)cc2)n1-c1ccccc1	0	-33	-15	0	2	3	-7	-9	-1	-10	-1
O=C(Nc1cccc2c1CCCC2)c1ccc(Cl)c([N+](=O)[O-])c1	5	7	-16	-3	-22	4	4	1	0	6	13
CCCOC(=O)c1ccc(Nc2cc(C)nc3ncnn23)cc1	-51	-11	-2	-2	-11	-13	-6	-10	-4	3	-4
Cc1cccc(C)c1OCC(O)CNC(C)c1ccccc1 (centres undefined)	11	11	-5	4	-9	8	5	-22	10	10	-17
Cc1cc(Cl)ccc1Oc1nc(-c2ccc(F)cc2)ccc1C#N	-38	23	5	0	22	10	3	13	1	0	-2
COc1ccc(CNC(=O)CN2CCN(S(=O)(=O)c3cc(Br)ccc3Br)CC2)cc1OC	-2	6	6	3	1	13	2	-8	3	-10	-8
Cn1cccc1Cc1nnc(SCC(=O)NCc2ccccc2)n1-c1ccc(F)cc1	15	7	-5	1	1	4	-14	5	-19	8	15
COc1ccccc1NS(=O)(=O)c1cccc(C(=O)N/N=C/c2c(CO)cnc(C)c2O)c1	-10	17	6	8	2	-2	9	9	3	0	9
C=CCn1c(COc2cccc3cccnc23)nnc1SCC(=O)OC	16	-1	3	-15	10	1	-1	11	-5	2	-5
Cc1cc(=O)[nH]c(-c2cccs2)n1	-34	4	0	4	1	8	-5	13	-3	-4	-3
C=CCN1C(=O)CS/C1=N/c1nccs1	28	-6	1	5	6	-6	2	2	-5	16	-6
c1ccc(CSc2nnc3ccc(-c4ccncc4)nn23)nc1	1	-6	-3	-2	4	7	1	19	-7	-12	-2
CCCCC(=O)NC(=S)NNC(=O)c1ccc(Cl)cc1Cl	-24	7	4	1	-5	17	0	-6	8	4	-23
Cn1c(SCC(=O)Nc2nc(C(C)(C)C)cs2)nnc1C1CC1	15	2	15	-2	4	-5	4	-6	6	3	18
Cn1c(OCc2ccc3c(c2)OCO3)nc2c1c(=O)n(Cc1ccc(Cl)c(Cl)c1)c(=O)n2C	15	10	-7	-18	5	-22	1	15	-7	19	17
COc1ccc(S(=O)(=O)Nc2c(C(=O)O)[nH]c3ccccc23)cc1OC	-28	-8	-5	-5	-33	8	-15	0	-2	-1	6
O=C(CSc1nc2ccccc2n1S(=O)(=O)c1ccccc1)N1CCCCC1	-25	1	-1	3	14	-10	-26	-48	-6	-29	0
O=S(=O)(NCC(c1cccnc1)N1CCOCC1)c1ccc(Cl)cc1 (centres undefined)	-21	-2	-16	-2	5	-12	11	2	-5	-4	7
O=C(Nc1cccc(Cl)c1)Nc1ccnc(-c2cccnc2)n1	29	2	8	13	17	35	9	23	58*	8	53*
COC(=O)c1cc(OC)c(OC)cc1NC(=O)c1ccc(C)cc1	-14	4	1	-13	-27	1	6	-8	14	-6	-15
COc1ccc(NC(=O)C23CCC(C2)C(C)(C)C3=O)cc1 (centres undefined)	-36	-21	8	-2	-5	-10	-6	6	4	-2	-1
CC(C)(C)n1nnnc1C(c1cccs1)N(Cc1ccc(Cl)cc1)CC1CCCO1 (centres undefined)	12	12	1	-6	19	6	0	24	2	1	1
O=C(O)CCn1ncc2ccccc2c1=O	-14	-3	7	-5	3	16	-9	13	3	0	-18
NC(=O)COc1ccccc1C(=O)O	-25	4	-4	-16	10	10	-15	5	-1	8	16
Nc1ccc(Cn2ccc3c4c(N)nc(N)nc4ccc32)cc1	-7	74*	-7	-9	4	31	56	42	22	32	-57
Nn1c(SC/C=C/c2ccccc2)nnc1-c1ccncc1	-32	-1	-1	-1	-6	7	-11	5	7	-14	29
Cc1cc(N2CCCCCC2)nc2ccccc12	-47	22	-5	-9	12	-1	7	12	0	-5	-1
Cc1cccc(NC(=O)c2nc[nH]c2C(=O)N2CCc3ccccc3C2)c1	8	-10	-1	-10	-14	-19	2	-12	1	-13	8
CC(=O)NS(=O)(=O)c1ccc(NC(=O)/C=C/c2ccccc2)cc1	-17	-2	-3	-6	1	-4	-6	15	-5	-28	0
CCOC(=O)N1CCN(C(=O)c2noc(C(C)C)c2[N+](=O)[O-])CC1	-7	1	-8	-17	0	-12	-5	14	1	-10	6
Cc1cc(C)cc(OCC(=O)NNC(=O)CC(C)c2ccccc2)c1 (centres undefined)	-19	2	4	-1	-2	6	2	14	-4	21	7
CCC1CCCCN1C(=O)CSc1nc2c(cnn2-c2ccc(C)cc2)c(=O)[nH]1 (centres undefined)	-17	7	3	4	1	-5	-24	4	0	6	-18
COc1ccc(N=C2NC(=O)C(CC(=O)NCCc3ccc(OC)c(OC)c3)S2)cc1 (centres undefined)	-5	0	3	-3	1	-18	-6	-11	0	-7	4
COC(C(=O)Nc1ccnn1C1CCN(Cc2cnn(C)c2)CC1)c1ccccc1 (centres undefined)	11	-4	13	2	9	-8	-12	21	-27	13	-10
C=CCn1c(=S)[nH]c2cc(C(=O)Nc3ccc(OC)c(OC)c3)ccc2c1=O	-6	4	-11	-2	-9	-5	-1	12	5	5	0
COc1ccc(C(=O)N=c2sc3ccccc3n2C)cc1OC	-15	8	1	-6	-50	-53	-46	-55	-12	-59	-32
Cn1c(=O)c2c(SCC(=O)Nc3nccs3)nc(C3CC3)nc2n(C)c1=O	12	-11	-5	7	1	13	1	17	-1	-16	-12

Two entries picked at random from the list so far, as already listed:
Compound	NCOA2 inhibitor	C8 TRAIL sens	TLR9-MyD88 block	NOD2-RIPK2 inh	TROY signal inh	COUP-TFII inh	SRC1 inh	SRC3 inh	EBV LMP1 NFkB	LRH-1 inv ag	TWEAK-Fn14 inh
CCOC(=O)N1CCN(C(=O)c2noc(C(C)C)c2[N+](=O)[O-])CC1	-7	1	-8	-17	0	-12	-5	14	1	-10	6
O=C(CSc1nc2ccccc2n1S(=O)(=O)c1ccccc1)N1CCCCC1	-25	1	-1	3	14	-10	-26	-48	-6	-29	0

The results go on:
Compound	NCOA2 inhibitor	C8 TRAIL sens	TLR9-MyD88 block	NOD2-RIPK2 inh	TROY signal inh	COUP-TFII inh	SRC1 inh	SRC3 inh	EBV LMP1 NFkB	LRH-1 inv ag	TWEAK-Fn14 inh
CCOc1ccc(S(=O)(=O)N2CCOCC2)cc1NC(=O)CSCC(=O)Nc1ccc(OC)cc1	-15	-22	-1	-6	5	-12	-34	3	-4	6	3
CC1(C(=O)OCC(=O)Nc2cccc(S(=O)(=O)NC3=NCCCCC3)c2)CC1(Cl)Cl (centres undefined)	-2	2	7	-1	10	0	-14	16	-6	2	-2
O=C1NC(c2ccc(Br)cc2)Oc2ccccc21 (centres undefined)	-5	-16	-9	1	1	4	-8	-10	3	-15	1
N#Cc1cc2c(nc1Cl)CCCC2	-7	-2	0	2	5	-4	-3	1	-3	11	0

Screens: PubChem, several laboratories
